# MRP reversal: reversal of MRP1-mediated doxorubicin resistance, primary screen, H69AR cells, doxorubicin co-treatment; AID 602, 2007; H69AR cells + 2 uM doxorubicin, CellTiter-Glo, 72 h; differential viability (reversal), % at 10 µM; hit rate 0.04% among 85,000;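 active means viability drop by adding the cancer drug above about 55%, with treated viability meeting a 40% cutoff, limit read from the data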;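 further: viability without doxorubicin minus viability with 2 µM doxorubicin for each compound; larger differential means the compound sensitizes cells more to doxorubicin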
# IL1B NFkB pot: enhancers of NFkB p65 translocation in HUVEC – imaging, IL-1B stimulus, high-content imaging, primary screen; HUVEC IL-1B NFkB p65 nuclear translocation imaging; activation, % at 2 µM; hit rate 0.3% among 94,000;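 active means activation above 40%, about the mean plus 3 SD, also judged a hit on visual image review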;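 further: percent activation is computed from the nuclear over cytoplasmic p65 intensity ratio; values of inactives mirror those of a sister screen read the other way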
# IL1B NFkB inh: inhibitors of IL-1B driven NFkB p65 nuclear import, primary screen, imaging, HUVEC, IL-1B stimulus, high-content imaging | hit rate 0.43% among 94,000 | AID 796, 2007 | HUVEC IL-1B NFkB p65 nuclear translocation imaging | inhibition, % at 2 µM;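 active means inhibition above about 30% together with a positive call from visual inspection of the well image, limit read from the data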;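 further: nuclear over cytoplasmic p65 intensity ratio measured by imaging; 0% = IL-1B stimulated DMSO wells and 100% = unstimulated DMSO wells; values of inactives mirror those of a sister screen read the other way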
# Bcl-B TR3 displacers: displacers of TR3 peptide from Bcl-B, primary screen, selectivity assay for Bfl-1 inhibitor project, biochemical, fluorescence polarization; FP displacement of FITC-TR3 peptide from Bcl-B; higher % means a stronger effect; hit rate 0.11% among 96,000; AID 748, 2007; Bcl-2-like protein 10 (Homo sapiens); displacement, % at 20 µM, or IC50 in µM where a hit was titrated;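 active means displacement above 50% at 20 µM plus a fluorescence interference ratio under 1.5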;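 further: plate controls were wells without compound for no effect and wells lacking Bcl-B protein for full effect; a part of the inactive calls stands beside numbers as strong as those of hits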
# PLAP inhibitors HTS: PLAP enzyme inhibitors, biochemical, luminescence, HTS (AID 690); Alkaline phosphatase, placental type (Homo sapiens); purified PLAP, luminescent substrate; higher % means a stronger effect; inhibition, % at 20 µM, or IC50 in µM where a hit was titrated; hit rate 0.08% among 96,000; in the data active means a potency from the dose series; inactive means the rest, 99 in 100 with inhibition below about 30%; further: strong numbers were not always called active
# MRP reversal cytotoxicity: also measured in MRP reversal; calls as there; viability, %; H69AR cells, CellTiter-Glo, 72 h; measured here: cytotoxicity without doxorubicin
# MRP reversal with doxorubicin: also measured in MRP reversal; calls as there; viability, %; measured here: viability with 2 uM doxorubicin; active compounds read low
# IL1B NFkB inh cell count 2 µM: further read-out of IL1B NFkB inh, marked with its call; cell count; measured here: cells passing quality filter;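 raw number of nuclei counted in each imaged well without normalization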
# IL1B NFkB pot cell count 2 µM: recorded beside IL1B NFkB pot, whose call it bears; cell count; measured here: cells passing quality filter
# The depositor's hits bear a star; . = no result given. An excerpt; count on the stated rates, not on these rows.
cpd	smiles	MRP reversal	MRP reversal cytotoxicity	MRP reversal with doxorubicin	IL1B NFkB pot	IL1B NFkB pot cell count 2 µM
1	Cc1cc(C)c2c(=O)[nH]c(SCC(=O)c3ccc(C(C)C)cc3)nc2n1	2	88	86	0	178
2	CCC(CC)C(=O)Nc1cccc(C(=O)N2CCOCC2)c1	-1	91	92	20	122
3	CCOC(=O)C1Cc2cc3c(cc2C1=O)CC(C(=O)OCC)C3=O (stereo unspecified)	-10	20	30	-20	163
4	Cc1ccc(S(=O)(=O)N2CCOCC2)c(C)c1-n1cnnn1	11	93	81	-2	163
5	CC(=O)N1CN(S(=O)(=O)c2ccc(C)cc2)CC1C (stereo unspecified)	23	98	75	2	149
6	O=C(c1ccco1)N1CCN(C(=O)C2CCN(S(=O)(=O)c3cccs3)CC2)CC1	-22	80	102	0	136
7	CCOC(=O)c1ccc(NC(=O)CSc2nc(C)cc(=O)[nH]2)cc1	27	100	73	7	90
8	Cc1cc(NC(=O)Cn2c(C)nc3ccccc3c2=O)ccc1Br	-1	87	88	8	169
9	COc1ccc(S(=O)(=O)N(C)CC(=O)Nc2ccccc2C(F)(F)F)cc1	-4	94	98	2	100
10	CC(C)CC(=O)c1c[nH]c(C(=O)NCCCn2ccnc2)c1	.	.	.	.	.
11	c1ccc(-c2nnc3ccc(N4CCC5(CC4)OCCO5)nn23)cc1	15	44	29	0	95
12	O=C1Nc2ccccc2/C1=N\c1sc2c(c1C(=O)Nc1ccccc1)CCCC2	4	55	51	-5	115
13	O=C(c1cn(-c2ccccc2)nc1-c1cccs1)N1CCN(c2ccccc2)CC1	-56	11	67	10	189
14	COc1cccc(OC)c1C(=O)Nc1cc(C)on1	-31	44	74	-2	155
15	OC1(Cc2ccn[nH]2)CCCCC1	21	102	80	-2	154

cpd	IL1B NFkB inh	IL1B NFkB inh cell count 2 µM	Bcl-B TR3 displacers	PLAP inhibitors HTS
1	0	178	2%	-50%
2	-20	122	-15%	5%
3	20	163	35%	-49%
4	2	163	-1%	17%
5	-2	149	-17%	5%
6	0	136	-16%	-3%
7	-7	90	34%	-5%
8	-8	169	-6%	7%
9	-2	100	-3%	-15%
10	.	.	0%	-52%
11	0	95	11%	-45%
12	5	115	.	.
13	-10	189	-4%	-31%
14	2	155	-6%	-4%
15	2	154	-2%	7%

# New compounds follow:
cpd	smiles	MRP reversal	MRP reversal cytotoxicity	MRP reversal with doxorubicin	IL1B NFkB pot	IL1B NFkB pot cell count 2 µM
16	Oc1ccc(/C=N/n2c3ccccc3c3ccccc32)cc1	.	.	.	1	155
17	COc1ccc(NS(=O)(=O)c2cccc(-c3nnc4n3CCCCC4)c2)cc1	1	87	86	4	117
18	CCOc1cc(N2CCOCC2)c(OCC)cc1NC(=O)CCC1CCCC1	-1	98	99	1	211
19	CN1CCN(C(=O)c2ccc3c(=O)n(CCc4ccccc4)c(=S)[nH]c3c2)CC1	9	69	60	8	128
20	CCOc1ccc(-c2nc(-c3cccnc3)no2)cc1	9	104	95	21	177
21	O=C(NC1CCCC1)C1CCCN1S(=O)(=O)c1cccc2cccnc12 (stereo unspecified)	12	98	86	10	183
22	C=CCOC(=O)Nc1snnc1C	5	94	89	12	180
23	O=C1CC(c2ccccc2)N1c1ccccc1 (stereo unspecified)	.	.	.	8	197
24	Cn1[nH]c(=O)c2ccccc2c1=O	6	99	93	.	.
25	COc1ccc(OCC(=O)Nc2ccccc2C(=O)N2CCCC2)cc1	-11	71	82	-12	79
26	CCCCCn1c(CN2CC(C)OC(C)C2)nc2c1c(=O)n(C)c(=O)n2C (stereo unspecified)	11	92	81	.	.
27	Nn1c(SCC(=O)Nc2ccc(F)cc2F)nnc1-c1cccnc1	.	.	.	5	75
28	COc1ccc(C(=O)CN2C(=O)NC(C)(c3ccccc3)C2=O)cc1OC (stereo unspecified)	6	97	90	1	178
29	O=C(Nc1cc2nn(-c3ccccc3)nc2cc1Cl)c1ccco1	-12	42	54	15	133
30	COC(=O)Nc1nnc(Cc2ccc(OC)cc2)s1	-4	100	103	25	97

cpd	IL1B NFkB inh	IL1B NFkB inh cell count 2 µM	Bcl-B TR3 displacers	PLAP inhibitors HTS
16	-1	155	8%	8%
17	-4	117	-8%	-26%
18	-1	211	6%	-50%
19	-8	128	.	.
20	-21	177	.	.
21	-10	183	-15%	-8%
22	-12	180	-11%	2%
23	-8	197	1%	9%
24	.	.	-7%	-3%
25	12	79	18%	7%
26	.	.	-2%	-34%
27	-3	75	6%	14%
28	-1	178	-5%	-1%
29	-15	133	-3%	-9%
30	-25	97	6%	-12%

# Carrying on:
cpd	smiles	MRP reversal	MRP reversal cytotoxicity	MRP reversal with doxorubicin	IL1B NFkB pot	IL1B NFkB pot cell count 2 µM
31	Cc1cccc(N(CC(=O)NC2CCCC2)C(=O)c2cc3cc4cccc(C)c4nc3s2)c1C	.	.	.	0	169
32	CC(=O)Nc1c(NC(C)C)c2ccccc2oc1=O	.	.	.	5	180
33	COc1ccc(C(=O)c2cnc(/N=C/N(C)C)s2)cc1	.	.	.	.	.
34	CC(C(=O)OCc1nnc(-c2ccccc2)o1)N1C(=O)c2ccccc2C1=O (stereo unspecified)	-33	66	99	.	.
35	CCCCNCc1cc(OCC)c(OCC(N)=O)cc1Br	10	85	74	6	165
36	CN1CCC(=NNC(=O)C(=O)NC2CCCC2)CC1	3	97	93	-1	138
37	COc1ccc(N2CCN(C(=O)Cn3nnc(-c4cccs4)n3)CC2)cc1	12	101	89	-1	159
38	O=C(NCc1ccc(N2CCCC2=O)cc1)c1cn(CCc2ccccc2)nn1	-8	98	106	.	.
39	CN(CCCNC(=O)CN1C(=O)CC(C)(C)S(=O)(=O)c2ccccc21)C1CCCCC1	17	99	82	1	155
40	OCCNc1nc(Nc2ccccc2)nc2ccccc12	1	90	89	5	164
41	COc1cccc(CN2CCN(Cc3cc(OC)c(OC)cc3[N+](=O)[O-])CC2)c1	.	.	.	-10	113
42	COCCN(CC(=O)Nc1ccccc1)S(=O)(=O)c1ccc(S(=O)(=O)N2CCCC2)cc1	5	90	85	6	154
43	O=c1c2c3nc4ccccc4nc3n(-c3ccc4c(c3)OCCO4)c2ncn1C1CCCC1	-2	21	23	.	.
44	Cc1nc(N2CCc3ccccc3C2)[nH]c(=O)c1CCC(C)C	-11	59	70	-6	168
45	CCC(=O)N(CCC(c1ccco1)c1ccccc1OC)Cc1cccs1 (stereo unspecified)	6	82	76	9	95

cpd	IL1B NFkB inh	IL1B NFkB inh cell count 2 µM	Bcl-B TR3 displacers	PLAP inhibitors HTS
31	0	169	-7%	-38%
32	-6	180	-7%	-4%
33	.	.	-7%	-4%
34	.	.	-1%	-9%
35	-6	165	-5%	18%
36	1	138	8%	14%
37	1	159	-8%	2%
38	.	.	-4%	-8%
39	-1	155	8%	-55%
40	-5	164	.	.
41	10	113	4%	-40%
42	-6	154	-7%	19%
43	.	.	-141%	-70%
44	6	168	-14%	14%
45	-9	95	-138%	-71%

# Additional results.
cpd	smiles	MRP reversal	MRP reversal cytotoxicity	MRP reversal with doxorubicin	IL1B NFkB pot	IL1B NFkB pot cell count 2 µM
46	CCCCC(=O)Nc1nc(C)c(-c2csc(Nc3cc(Cl)ccc3OC)n2)s1	.	.	.	0	183
47	CCCC(=O)Nc1nn(CCC)c2nc3ccccc3cc12	2	85	83	24	107
48	Cc1nc(SCC(=O)Nc2ccc(F)cc2)c2oc3ccccc3c2n1	-6	91	96	7	76
49	O=C(OCn1ncc(Cl)c(Cl)c1=O)c1ccccc1Cl	.	.	.	-90	124
50	O=C(NC(NC(=S)Nc1ccccc1)C(Cl)(Cl)Cl)c1cccc(Cl)c1 (stereo unspecified)	.	.	.	-1	65
51	CC1=CC(C)(C)Nc2cc(C)c(C)cc21	14	104	90	1	124
52	CCn1c(=O)n(CC)c2cc(S(=O)(=O)N3CCOCC3)ccc21	2	84	82	4	103
53	COc1ccc(C(=O)NCCc2nnc(SCC(=O)Nc3ccc(Br)cc3)n2C)cc1	2	82	81	4	101
54	O=C(CN1CCCCC1)Nc1ccccc1NC(=O)CN1CCCCC1	2	88	86	19	110
55	Cc1[nH]nc2c1C(c1ccccn1)N(c1ccc(Br)cc1)C2=O (stereo unspecified)	12	93	81	38	129
56	Cc1cc(C)c2c(CN3CCN(C/C=C/c4ccccc4)CC3)cc(=O)oc2c1	9	60	51	-4	86
57	COc1ccc(NC(=O)N[C@@H](CCSC)C(=O)O)cc1Cl	-2	100	102	-1	105
58	CNC(=O)c1csc(-c2ccc(C)cc2)n1	.	.	.	6	175
59	COCCNC(=O)Cn1cnc2sc(C)c(S(=O)(=O)N3CCC(C)CC3)c2c1=O	-13	71	84	-11	119
60	O=c1c2c(nc3nc(COc4ccccc4)[nH]n13)CCC2	6	89	83	4	95

cpd	IL1B NFkB inh	IL1B NFkB inh cell count 2 µM	Bcl-B TR3 displacers	PLAP inhibitors HTS
46	0	183	-38%	-11%
47	-24	107	-8%	-40%
48	-7	76	14%	27%
49	90*	124*	0%	8%
50	1	65	1%	15%
51	-1	124	4%	4%
52	-4	103	-12%	-9%
53	-4	101	16%	13%
54	-19	110	-5%	0%
55	-38	129	-2%	-57%
56	4	86	-137%	-46%
57	1	105	6%	-1%
58	-6	175	7%	5%
59	11	119	5%	-13%
60	-4	95	-3%	-9%

# New compounds follow.
cpd	smiles	MRP reversal	MRP reversal cytotoxicity	MRP reversal with doxorubicin	IL1B NFkB pot	IL1B NFkB pot cell count 2 µM
61	Brc1cc2[nH]cnc2c2ccccc12	-12	95	107	7	118
62	COc1cc(OC)c(OC)cc1/C=N/NC(=O)CC1C(=O)NN=C1C (stereo unspecified)	.	.	.	-8	172
63	NC(=O)C1CCN(C(=O)Cn2cccc2C(=O)c2ccccc2)CC1	13	106	92	0	147
64	Cc1ccc(NC(=O)N2CCC(NC(=O)C(C)(C)C)CC2)cc1	3	100	97	15	168
65	O=C1CC(N2CCC(c3nc4ccccc4[nH]3)CC2)C(=O)N1Cc1ccccc1 (stereo unspecified)	12	89	77	3	113
66	CCCNc1nc(OC(C(F)(F)F)C(F)(F)F)nc(OC(C(F)(F)F)C(F)(F)F)n1	-17	83	101	-13	167
67	CNC(=O)CSc1nnc(-c2ccco2)n1-c1ccccc1OC	6	89	83	-8	108

cpd	IL1B NFkB inh	IL1B NFkB inh cell count 2 µM	Bcl-B TR3 displacers	PLAP inhibitors HTS
61	-7	118	6%	30%
62	8	172	1%	11%
63	0	147	20%	6%
64	-15	168	4%	-8%
65	-3	113	-6%	0%
66	13	167	-29%	-6%
67	8	108	5%	8%

# From PubChem
